Bioassay records as filed in PubChem.
KOR beta-arrestin-1 = KOR agonists, beta-arrestin recruitment, primary screen, cell-based, luminescence, uHTS (AID 1777). KOR beta-arrestin recruitment, luminescence; higher % means a stronger effect. Kappa-type opioid receptor (Homo sapiens). actives 0.02% (n = 280,000). one-dose activation, % at 10 µM; EC50 in µM for titrated hits; in the data active means activation above about 50%, passing the limit was not always enough; further: a part of the inactive calls stands beside numbers as strong as those of hits
Dynein cargo inh = inhibitors of GR-EGFP nuclear translocation, primary screen, dynein cargo transport inhibitor project, imaging, high-content, 3617.4 mouse cells. test concentration mostly 20 µM; stimulated with dexamethasone, 1 µM; stronger effect = lower value. z-score, hits read low. actives 0.47% (n = 220,000). AID 1381, 2008;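 active means plate z-score of nuclear minus cytoplasmic receptor signal below a set negative limit, without overly bright fluorescence or cell loss, cut at about -3.5 in these data, passing the limit was not always enough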;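 further: z-score of nuclear minus cytoplasmic ring GR-EGFP intensity difference per well; some compounds called inactive have numbers as strong as hits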
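Buffer or medium: tet-free medium with charcoal-stripped serum / Also added: dexamethasone agonist, 1.0 µM final, for 30 min / Timing: induction 48 h, compound 1 h, agonist 30 min / Measured by: high-content fluorescence imaging after fixation / Read-out: nuclear-to-cytoplasmic GR-EGFP distribution per well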
KOR beta-arrestin-2 = KOR antagonists, beta-arrestin recruitment, cell-based, luminescence, uHTS (AID 1778) | Kappa-type opioid receptor (Homo sapiens) | KOR beta-arrestin recruitment, luminescence, antagonist mode; higher % means a stronger effect | inhibition, % at 10 µM, or IC50 in µM where a hit was titrated | actives 0.091% (n = 290,000); further: strong numbers were not always called active
GPR55 beta-arrestin = GPR55 agonists via beta-arrestin recruitment, primary screen, imaging, U2OS cells, beta-arrestin-GFP redistribution (AID 1961) | actives 0.048% (n = 290,000) | U2OS GPR55 beta-arrestin-GFP redistribution imaging; higher % means a stronger effect | activation, % at 10 µM, or EC50 in µM where a hit was titrated;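 active means activation above 40% with more than 50 cells counted in the well; inconclusive means wells holding fewer than 50 cells, flagged as toxic or sparse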;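 further: U2OS osteosarcoma cells stably expressing GPR55 and beta-arrestin-GFP; plate controls were DMSO negative control for no effect and LPI positive control for full effect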
P. falciparum M1AAP = P. falciparum M1AAP inhibitors, biochemical, fluorogenic H-Leu-NHMec substrate, 1536-well (AID 1445); Aminopeptidase N (Plasmodium falciparum (isolate 3D7)); recombinant M1AAP, H-Leu-NHMec fluorogenic kinetic assay; higher % means a stronger effect; inhibition, % at 30 µM, or IC50 in µM where a hit was titrated; actives 0.42% (n = 220,000);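 active means primary inhibition above the hit cutoff, then over 50% inhibition at one or more dose response concentrations, cut at about 23% in these data, passing the limit was not always enough; inconclusive means conflicting primary data, or primary hits not chosen for dose response; inactive means low primary inhibition, or under 50% at every dose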;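 further: plate controls were DMSO full reaction for no effect and no enzyme background for full effect; strong numbers were not always called active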
AID2073 = inhibitors of Mint1-CaV2.2 protein interaction, biochemical, HTRF (AID 2073); Voltage-dependent N-type calcium channel subunit alpha-1B (Homo sapiens); actives 0.19% (n = 290,000); one-dose inhibition, % at 20 µM; IC50 in µM for titrated hits; HTRF protein-protein interaction, Mint1-CaV2.2; higher % means a stronger effect; in the data active means inhibition mostly above about 51%, no sharp cut-off; inconclusive means no clear call, values can overlap the other calls; inactive means mostly below about 53%; further: some results filed as inactive read as strong as hits
HEK293 NOD2/NF-kB = NOD2 signaling inhibitors, cell-based, luminescence, uHTS, HEK293 (AID 1566). HEK293 NOD2/NF-kB luciferase reporter, luminescence; higher % means a stronger effect. inhibition, % at 4 µM; hits with a dose series show EC50 in µM. actives 0.63% (n = 290,000); further: many of its hits are not listed in these tables
P. falciparum M17LAP = P. falciparum M17LAP inhibitors, primary screen, biochemical, fluorogenic H-Leu-NHMec substrate, 1536-well (AID 1619) | Leucine aminopeptidase (Plasmodium falciparum (isolate 3D7)) | recombinant M17LAP, H-Leu-NHMec fluorogenic kinetic assay; higher % means a stronger effect | inhibition, % at 30 µM, or IC50 in µM where a hit was titrated | actives 0.38% (n = 220,000);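 active means compound inhibiting the enzyme by more than half at any dose during confirmatory dose-response retesting; inconclusive means strong single-dose inhibitors picked by rank but not retested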;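 further: plate controls were full reaction with DMSO carrier for no effect and no enzyme background for full effect; strong numbers were not always called active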
NOD1 NF-kB reporter = NOD1 signaling inhibitors, primary screen, cell-based, luminescence, uHTS (AID 1578). NOD1-driven NF-kB luciferase reporter cells, luminescence; higher % means a stronger effect. one-dose inhibition, % at 4 µM; EC50 in µM for titrated hits. actives 1% (n = 290,000); in the data active means inhibition mostly above about 36%, no sharp cut-off; inactive means mostly below about 34%;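 further: HEK-293T reporter cells stimulated with the NOD1 agonist gamma-tri-DAP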
Dynein cargo inh cytoplasmic EGFP = second read-out of Dynein cargo inh, no call of its own (marks repeat the call); z-score; measured here: cytoplasmic GR-EGFP intensity; stronger effect = higher value
Dynein cargo inh nuclear GR-EGFP = also measured in Dynein cargo inh; calls as there; z-score; measured here: nuclear GR-EGFP intensity;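 lower value marks the stronger effect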
Dynein cargo inh cell count = further read-out of Dynein cargo inh, marked with its call; z-score; measured here: cell count per field
* hit, by the source's call; ? = inconclusive; / = not tested or not shown; [ ] = another dose, or the depositor's remark. Unless noted, no stated cut-off is given here; in the data, active means inhibition above about 50%; inactive means the rest.

| cpd | Molecule | KOR beta-arrestin-1 | Dynein cargo inh | Dynein cargo inh cytoplasmic EGFP | Dynein cargo inh nuclear GR-EGFP | Dynein cargo inh cell count | KOR beta-arrestin-2 | GPR55 beta-arrestin | P. falciparum M1AAP | AID2073 | HEK293 NOD2/NF-kB | P. falciparum M17LAP | NOD1 NF-kB reporter |
| --- | --- | --- | --- | --- | --- | --- | --- | --- | --- | --- | --- | --- | --- |
| 1 | O=C(CCc1nnc(-c2ccc3c(c2)OCO3)o1)N1CCC(c2ccc(F)cc2)C1 (stereo not drawn) | / | -0.837 | 0.062 | -0.129 | 0.649 | -33.9%[20 µM] | -0.1% | -1.1% | -0.9% | -78.7% | 12.0% | -44.3% |
| 2 | Cc1cc(Cl)ccc1OCCCC(=O)NCC1CCCO1 (stereo not drawn) | -1.0% | 1.36 | -0.167 | 0.0526 | -0.768 | 33.2% | 0.0% | 7.5% | 1.6% | 3.6% | 0.8% | -21.2% |
| 3 | COCCn1c(C)cc(C(=O)CSc2nc(C)c(C)c(C)n2)c1C | 9.2% | -0.43 | -0.271 | -0.0597 | 0.201 | -10.3% | 0.2% | 4.7% | 34.5% | 1.1% | 6.8% | -5.4% |
| 4 | O=C(CCCN1C(=O)/C(=C/c2ccccc2)SC1=S)N1CCOCC1 | 3.5% | / | / | / | / | 13.5% | 0.6% | / | 6.2% | -45.5% | / | -14.1% |
| 5 | O=C(CSc1ncn[nH]1)Nc1ccc2c(c1)OCCO2 | -5.0% | -0.57 | -0.235 | -0.306 | 1.05 | 8.8% | -0.1% | 6.7% | 3.6% | -4.4% | 64.9µM* | 6.9% |
| 6 | O=C(NC1CC2CCCC(C1)N2C(=O)Nc1ccccc1Cl)C1CC1 (stereo not drawn) | 2.8% | / | / | / | / | -64.0% | -0.2% | / | 12.0% | -18.6% | / | -2.0% |
| 7 | CCOC(=O)C1=CSC2=NS(=O)(=O)CCN12 | -2.3% | 2.04 | -0.441 | 0.565 | 0.334 | -38.6% | -0.5% | -4.6% | -1.9% | -0.6% | 2.3% | -6.5% |
| 8 | COc1ccc(OC)c(NC(=O)CSc2nncc3ccc(OC)c(OC)c23)c1 | 0.2% | -0.732 | -0.257 | 0.0344 | 0.551 | 41.5% | -0.1% | 4.0% | -20.0% | -15.5% | 19.9% | 1.0% |
| 9 | O=S(=O)(NCc1ccccc1)c1ccc2c(c1)OCCO2 | 4.7% | -0.42 | -0.118 | -0.0174 | 0.358 | -26.3% | 0.9% | 5.3% | 4.4% | 3.0% | 13.8% | 18.9% |
| 10 | O=C(CC1C(=O)NCCN1Cc1cccc(C(F)(F)F)c1)NCCCOc1cccnc1 (stereo not drawn) | 6.7% | / | / | / | / | -6.7% | 0.3% | / | 1.6% | 12.1% | / | -16.2% |
| 11 | CCOC(=O)/C(C#N)=C/c1ccc(SC)cc1 | 5.3% | 0.41 | -0.277 | 0.363 | 0.227 | 13.9% | 0.0% | 5.3% | -11.8% | -1.1% | -6.5% | -10.1% |
| 12 | Cc1nn2c(NCCOCCO)c3c(nc2c1-c1ccccc1)CCCC3 | -1.5% | -0.74 | -0.17 | -1.03 | -0.0799 | 8.4% | -0.2% | 1.6% | 9.1% | 17.3% | 11.7% | 2.9% |
| 13 | O=[N+]([O-])c1cccc(-c2cn3ccccc3n2)c1 | / | -0.697 | -0.32 | -0.237 | 0.557 | -1.9%[20 µM] | 0.0% | 6.2% | 4.9% | -147.0% | 5.6% | -22.6% |
| 14 | CCN(CC)c1ccc2cc(C(N)=O)/c(=N\NC(=O)c3ccncc3)oc2c1 | -6.2% | -0.401 | 0.0775 | 0.276 | 0.975 | -5.8% | -0.1% | ? | 6.5% | -24.4% | 4.5% | -52.0% |
| 15 | Cc1ccc(C(=O)N2CCN(c3ccccn3)CC2)cc1 | -1.0% | -0.0401 | -0.233 | 0.423 | 0.406 | -1.8% | 0.2% | -3.6% | -9.0% | 14.1% | -2.9% | -42.2% |
| 16 | COc1ccc(/C=C/c2nnc(NC(=O)CC(C)C)s2)cc1 | 1.8% | -0.782 | -0.288 | 0.226 | 0.614 | 4.6% | 0.4% | 9.8% | 9.7% | 17.3% | 2.6% | -6.7% |
| 17 | COc1cccc(NC(=O)Cn2cnc3sc(C)c(S(=O)(=O)N4CCN(C)CC4)c3c2=O)c1 | -2.4% | 1.88 | 0.0705 | 1.08 | -0.0541 | 17.8% | -0.1% | 9.6% | 11.3% | 20.1% | 15.7% | -9.5% |
| 18 | Cc1ccc(NC(=O)CN(C)Cc2nc3ccccc3c(=O)[nH]2)c(Br)c1 | -3.8% | -0.41 | -0.297 | -0.229 | 0.474 | 4.1% | 0.0% | -5.3% | 46.8% | 8.6% | 9.4% | -1.7% |
| 19 | CC1CCCC(NC(=O)Cc2ccc(Br)cc2)C1C (stereo not drawn) | 14.4% | -0.617 | -0.229 | -0.0834 | 0.837 | -13.8% | 0.8% | 1.7% | -6.7% | 14.4% | 17.0% | -21.4% |
| 20 | NC(=NCc1ccc2c(c1)OCO2)NC(=O)c1ccccc1 | -9.8% | -0.63 | 0.126 | -0.225 | -0.593 | -32.1%[20 µM] | -0.1% | 2.7% | 23.7% | 7.7% | -0.4% | -2.9% |
| 21 | CN1C(=O)C(O)(C2CCCCCC2=O)c2ccccc21 (stereo not drawn) | 2.5% | / | / | / | / | -33.5%[20 µM] | 0.3% | / | 5.2% | 9.3% | / | 1.5% |
| 22 | Cc1cc(-c2ccccc2)nc(N/N=C/c2cccnc2)n1 | / | -0.0412 | -0.16 | 0.51 | 0.262 | -27.8%[20 µM] | 0.3% | / | 1.7% | -3.3% | / | -32.3% |
| 23 | CCCCN(C)C(=O)c1ccc2c(c1)N(CC)C(=O)c1ccccc1S2=O (stereo not drawn) | -4.8% | / | / | / | / | 11.1% | -0.1% | / | -2.5% | -5.2% | / | -12.6% |
| 24 | Cc1cccc(C(=O)Oc2ccc(/C=N/O)cc2)c1 | -2.9% | 0.0273 | -0.255 | -0.00221 | 0.884 | -24.9% | -0.3% | -0.3% | -8.7% | -74.6% | 0.7% | -63.4% |
| 25 | CS(=O)(=O)n1nc(OC(=O)c2cc(Br)ccc2Cl)cc1N | 1.5% | 1.47 | 0.227 | 1.34 | -2.25 | -26.7% | -0.4% | -2.8% | -34.8% | -8.1% | -4.8% | -13.3% |
| 26 | COc1ccccc1OCC(=O)Nc1cc(NC(=O)COc2ccccc2OC)cc(C(=O)O)c1 | -1.0% | / | / | / | / | -15.5% | -0.3% | / | -1.6% | -0.5% | / | 21.9% |
| 27 | COc1ccc(C(=O)N2N=C3CC(C)(C)OCC3C2c2ccccc2)cc1 (stereo not drawn) | 10.3% | -0.581 | -0.0703 | 0.617 | 0.0581 | 3.3% | 0.3% | 6.1% | -1.9% | 10.5% | -0.7% | -14.9% |
| 28 | CCC1(CC)Cc2ccccc2C(=O)N1 | 0.3% | 0.276 | -0.233 | 0.218 | 0.344 | 31.7% | 0.4% | 2.6% | -5.7% | 16.4% | 10.6% | 6.0% |
| 29 | O=C(CN1CCCC1)Nc1ccc(NC(=O)Nc2ccccc2Cl)cc1 | -1.0% | 2.65 | -0.127 | 1.21 | -2.45 | 2.2% | -0.1% | 0.4% | -0.6% | -37.0% | 9.6% | -51.1% |
| 30 | Cc1nnc(SCC2CCCO2)n1-c1ccccc1 (stereo not drawn) | 0.9% | 0.81 | 0.0795 | 1.34 | -0.642 | 19.2% | -0.2% | -2.3% | -4.7% | 0.1% | 5.5% | -3.2% |
| 31 | C#CCNC(=O)C1=C[C@H](c2ccc(Br)cc2)[C@@H](CCCO)[C@H](OCC)O1 | 0.4% | 0.572 | -0.161 | 0.591 | -0.402 | 12.9% | 0.1% | -1.6% | -4.3% | 15.2% | -2.8% | -22.7% |
| 32 | Cc1ccc(C(=O)CC(C(=O)O)P(=O)(c2ccccc2)c2ccccc2)cc1 (stereo not drawn) | -3.5% | 2.59 | -0.00382 | 1.28 | -1.55 | -22.1%[20 µM] | -0.1% | 5.0% | 11.2% | 5.7% | -3.6% | -14.0% |
| 33 | FC(F)(F)c1n[nH]c(=S)n1/N=C/c1ccco1 | -1.0% | 0.724 | -0.141 | 0.353 | -0.537 | 21.8% | -0.5% | -1.2% | -5.1% | 11.5% | -10.5% | -20.5% |
| 34 | CN1CCC(OC(=O)c2cccc(Cl)c2)CC1 | 0.5% | -0.205 | -0.283 | 0.0475 | 0.639 | 9.8% | 0.0% | 4.3% | 5.6% | 21.0% | -1.6% | -23.2% |
| 35 | O=C(NC(N1CCCC1)C(Cl)(Cl)Cl)c1ccccc1 (stereo not drawn) | 1.6% | -1.03 | -0.176 | 0.0757 | 0.164 | 7.3% | -0.1% | -1.6% | -8.9% | -3.1% | -2.6% | 12.2% |
| 36 | COc1nccc(Nc2ccccc2)c1C#N | 5.8% | -0.359 | -0.203 | -0.285 | 0.568 | 13.1% | 0.9% | 1.7% | 3.9% | -2.0% | 1.0% | 15.0% |
| 37 | COc1ccc(/C=C(/NC(=O)c2ccccc2)C(=O)N2CCCC2)cc1 | -4.3% | / | / | / | / | 4.2% | 0.1% | / | 0.7% | 5.8% | / | 14.6% |
| 38 | CC(=O)N1CC(C)Oc2ccc(S(=O)(=O)NC(CC(=O)O)c3cc(C)ccc3C)cc21 (stereo not drawn) | -4.4% | / | / | / | / | -12.9% | -0.2% | / | -1.1% | 16.4% | / | -20.4% |
| 39 | CCCCn1c(SCC(=O)c2ccccc2)nc2c1c(=O)[nH]c(=O)n2C | -3.5% | -0.619 | -0.121 | -0.535 | 0.579 | 20.1% | 0.2% | 6.4% | -12.3% | 15.2% | -1.3% | -13.3% |
| 40 | COc1ccc(CC(=O)Nc2cc(C)ccc2O)cc1OC | -3.4% | -0.244 | -0.114 | -0.0741 | -0.0326 | 18.3% | -0.2% | 1.2% | 4.7% | 6.8% | 4.3% | 0.5% |

These rows are one share of the data; the hit share may differ from the screen's.
